Compound activity as filed in PubChem BioAssay.
PAFAH1B2 inh = PAFAH1B2 enzyme inhibitors, primary screen, biochemical, fluorescence polarization, human; recombinant PAFAH1B2, FP-rhodamine activity probe; inhibition, % at 3.39 µM; 340,000 tested, 1.2% active;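 active = inhibition above the mean of all tested compounds plus 3 SD, cut at about 24% in these data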;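 note: 0% = enzyme with DMSO and 100% = wells lacking PAFAH1B2; many of its hits are not listed in these tables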
Target sequence (P68402 whole entry, looked up): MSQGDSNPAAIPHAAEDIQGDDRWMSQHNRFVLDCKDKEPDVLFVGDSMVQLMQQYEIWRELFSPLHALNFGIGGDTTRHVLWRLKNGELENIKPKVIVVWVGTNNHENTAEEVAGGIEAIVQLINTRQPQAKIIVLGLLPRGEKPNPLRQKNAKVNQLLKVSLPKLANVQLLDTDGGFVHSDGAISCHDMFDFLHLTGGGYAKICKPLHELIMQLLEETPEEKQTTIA
PAFAH1B3 FP inh = PAFAH1B3 enzyme inhibitors, primary screen, biochemical, fluorescence polarization, human | Platelet-activating factor acetylhydrolase IB subunit alpha1 (Homo sapiens), Q15102 | 340,000 tested, 0.28% active | AID 492972, 2010 | recombinant PAFAH1B3, FP-rhodamine probe | inhibition, % at 3.39 µM;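 active = inhibition above the screen-wide average of all tested compounds plus 3 SD, cut at about 25% in these data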;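 note: 0% = enzyme with DMSO only and 100% = wells lacking PAFAH1B3 protein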
EBNA-1 inh = EBNA-1 DNA-binding inhibitors, primary screen, biochemical, fluorescence polarization; 300,000 tested, 0.34% active; AID 1950, 2009; inhibition, % at 14.8 µM; in the data active = inhibition above about 28%
LYPLA1 inh = LYPLA1 inhibitors, primary screen, counter-screen for PME1 inhibitor project, biochemical, fluorescence polarization, FP-Rh probe ABPP; Acyl-protein thioesterase 1 (Homo sapiens), O75608; recombinant LYPLA1; inhibition, % at 5.9 µM; 320,000 tested, 0.16% active;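 active = inhibition above the mean of all tested compounds plus 3 SD, set per campaign, cut at about 14% in these data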;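 note: inhibitors block serine hydrolase probe labeling of LYPLA1 so polarization falls; 0% = enzyme with DMSO and 100% = wells lacking LYPLA1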
PREPL inhibitor = PREPL enzyme inhibitors, primary screen, biochemical, fluorescence polarization | recombinant PREPL, fluorescence polarization activity-based probe | 320,000 tested, 0.68% active | inhibition, % at 5.96 µM; in the data active = inhibition above about 43%;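 note: 0% = enzyme with DMSO and 100% = wells lacking enzyme; many of its hits are not listed in these tables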
Target sequence (Q4J6C6 whole entry, looked up): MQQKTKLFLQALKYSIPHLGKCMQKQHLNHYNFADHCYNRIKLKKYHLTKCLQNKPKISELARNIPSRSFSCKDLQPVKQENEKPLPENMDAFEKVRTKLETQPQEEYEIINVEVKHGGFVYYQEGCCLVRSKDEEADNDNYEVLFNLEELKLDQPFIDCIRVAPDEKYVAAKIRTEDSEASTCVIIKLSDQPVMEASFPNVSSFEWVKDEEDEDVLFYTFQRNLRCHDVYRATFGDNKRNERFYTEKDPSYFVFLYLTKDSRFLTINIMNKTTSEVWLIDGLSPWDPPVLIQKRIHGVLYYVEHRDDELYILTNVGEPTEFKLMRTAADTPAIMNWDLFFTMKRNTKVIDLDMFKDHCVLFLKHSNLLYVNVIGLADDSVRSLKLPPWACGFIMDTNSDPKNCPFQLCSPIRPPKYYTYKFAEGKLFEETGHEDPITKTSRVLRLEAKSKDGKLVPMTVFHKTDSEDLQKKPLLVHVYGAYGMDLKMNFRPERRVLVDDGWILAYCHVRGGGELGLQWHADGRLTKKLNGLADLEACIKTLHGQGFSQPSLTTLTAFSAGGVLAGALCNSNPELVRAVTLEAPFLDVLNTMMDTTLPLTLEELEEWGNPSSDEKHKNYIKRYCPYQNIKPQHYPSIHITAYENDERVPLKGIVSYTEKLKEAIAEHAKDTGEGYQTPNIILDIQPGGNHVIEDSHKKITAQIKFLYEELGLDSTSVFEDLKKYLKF
ZTA counter = blocks Epstein-Barr virus ZTA, an EBNA-1 counter-screen; P03206; ZTA-DNA binding, fluorescence polarization; inhibition, % at 11 µM; 320,000 tested, 0.15% active; AID 2234; in the data active = inhibition above about 33%
PAFAH2 FP inh = PAFAH2 enzyme inhibitors, primary screen, biochemical, fluorescence polarization, human | Platelet-activating factor acetylhydrolase 2, cytoplasmic (Homo sapiens), Q99487 | recombinant PAFAH2, FP-rhodamine activity probe | inhibition, % at 3.39 µM | AID 492956, 2010 | 340,000 tested, 0.99% active;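 active = inhibition above the mean over all tested compounds plus 3 SD, cut at about 30% in these data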;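 note: inhibitors block probe labeling of enzyme so polarization drops; 0% = enzyme with DMSO and 100% = wells lacking PAFAH2 protein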
pPAFAH FP inh = pPAFAH enzyme inhibitors, primary screen, biochemical, fluorescence polarization, human | inhibition, % at 3.39 µM | recombinant pPAFAH, FP-rhodamine probe fluorescence polarization | Platelet-activating factor acetylhydrolase (Homo sapiens), Q13093 | 330,000 tested, 1.5% active | AID 463082, 2010;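 active = inhibition above the mean inhibition across the screen plus 3 SD, cut at about 25% in these data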;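 note: inhibitors block binding of the rhodamine activity-based probe so polarization drops; 0% = enzyme with DMSO and 100% = wells lacking pPAFAH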
LYPLA2 inh = LYPLA2 inhibitors, primary screen, counter-screen for PME1 inhibitor project, biochemical, fluorescence polarization, FP-Rh probe ABPP; Acyl-protein thioesterase 2 (Homo sapiens), O95372; recombinant LYPLA2; inhibition, % at 5.9 µM; 320,000 tested, 0.38% active; AID 2177, 2009;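 active = inhibition above the screen-wide mean plus 3 SD, limit set per campaign, cut at about 26% in these data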;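 note: 0% = LYPLA2 with DMSO and 100% = wells lacking LYPLA2 enzyme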
* = called active by the depositor; . = not tested or not shown.

compound,PAFAH2 FP inh,pPAFAH FP inh,EBNA-1 inh,PAFAH1B3 FP inh,ZTA counter,LYPLA2 inh,PREPL inhibitor,LYPLA1 inh,PAFAH1B2 inh
COc1ccccc1CCN1CCCC(CN(C)C(=O)CCC(N)=O)C1 (stereo not given),-2,5,-1,-2,-10,6,10,5,0
O=C(COc1ccc([N+](=O)[O-])cc1)Nc1ccc(S(=O)(=O)N2CCOCC2)cc1,0,6,1,8,10,9,-11,-5,2
O=C(c1ccco1)N1CCN(CCCCOc2ccc(F)cc2)CC1,1,-1,-2,8,3,5,4,-1,5
CCOc1ccc(OCCOC(=O)CNC(=O)c2ccc(Cl)cc2Cl)cc1,0,2,-6,1,-20,0,1,-2,0
O=C(c1ccccc1)c1ccc2nc(Nc3ccccc3)c3nncn3c2c1,7,6,-3,2,16,-11,39,-5,0
CCOC(=O)c1ccc2[nH]cc(C(C)=O)c(=O)c2c1,11,-3,6,-4,-1,0,-3,-1,4
O=C(COC(=O)CC12CC3CC(CC(C3)C1)C2)Nc1ncc(Cl)cc1Cl,20,27*,6,-4,15,-1,6,-4,13
COc1ccc(S(=O)(=O)N2CCCCC2)cc1NC(=O)c1cncc(Br)c1,7,1,.,7,8,-1,0,1,1
CN(C)c1ccc(N=Nc2ccccc2C(=O)OCC(=O)N(C)c2ccccc2)cc1,2,15,-8,4,-10,3,14,2,-3
O=C(CCc1nnc(C2CCCCC2)o1)N1CCN(C2CCCCC2)CC1,.,0,11,.,17,4,2,3,.

(continued)
compound,PAFAH2 FP inh,pPAFAH FP inh,EBNA-1 inh,PAFAH1B3 FP inh,ZTA counter,LYPLA2 inh,PREPL inhibitor,LYPLA1 inh,PAFAH1B2 inh
CCOCCCNC(=S)N1CCN(CC)CC1,-1,-3,0,2,-9,-2,-3,-3,2
Nn1nnc2ccccc21,4,5,1,10,-9,-1,-4,-6,4
C=CCSc1nnc(-c2cc(C(C)(C)C)nn2Cc2ccc(F)cc2)n1C,-2,4,-7,14,-23,1,10,-3,3
NS(=O)(=O)c1ccc(NS(=O)(=O)c2ccc(NC(=O)c3ccc(-c4ccccc4)cc3)cc2)cc1,-68,-23,11,-88,10,-81,-12,-44,-48
CC(C)Sc1nc(O)c(Cc2ccccc2)c(=O)[nH]1,5,4,9,2,-7,3,-11,1,-3
Cc1cc(C)cc(N(CC(=O)Nc2cccc(C)c2C)S(=O)(=O)c2c(C)[nH]c(=O)[nH]c2=O)c1,8,5,6,4,8,-6,9,-2,2
C=CCn1c(CNS(=O)(=O)c2ccc(F)cc2)n[nH]c1=S,3,-7,-2,14,-13,-4,4,2,7
CCC(=O)Nc1cccc(-c2ccc(N3CCC(C)CC3)nn2)c1,9,2,0,1,4,3,-4,0,11
CC(=O)c1cccc(NC(=O)CCS(=O)(=O)c2cccc3nsnc23)c1,-5,3,-7,-6,-12,-1,14,-2,5
O=C(Cn1c(=O)oc2ccccc21)Nc1ccc(Br)cc1,-2,-5,-2,8,-16,3,6,1,-1

3 entries out of the list above, arranged by their value in PREPL inhibitor, smallest number first.
| mol | PAFAH2 FP inh | pPAFAH FP inh | EBNA-1 inh | PAFAH1B3 FP inh | PREPL inhibitor | PAFAH1B2 inh |
| --- | --- | --- | --- | --- | --- | --- |
| Nn1nnc2ccccc21 | 4 | 5 | 1 | 10 | -4 | 4 |
| CCOCCCNC(=S)N1CCN(CC)CC1 | -1 | -3 | 0 | 2 | -3 | 2 |
| CC(=O)c1cccc(NC(=O)CCS(=O)(=O)c2cccc3nsnc23)c1 | -5 | 3 | -7 | -6 | 14 | 5 |

More records follow.
compound,PAFAH2 FP inh,pPAFAH FP inh,EBNA-1 inh,PAFAH1B3 FP inh,ZTA counter,LYPLA2 inh,PREPL inhibitor,LYPLA1 inh,PAFAH1B2 inh
O=c1[nH]c2ccccc2nc1-c1ccc(Cl)cc1,-1,5,16,15,12,2,0,2,6
O=S(=O)(NC1CCCCC1N1CCN(c2ccccc2F)CC1)c1ccc(Cl)cc1 (stereo not given),-5,3,-14,3,-8,-3,-10,-8,-2
COc1ccccc1Nc1ncnc2ccccc12,-9,3,3,0,-7,5,4,5,-3
COC(=O)C1=C(C(=O)OC)[C@@H]2N(C)c3ccc(OC)cc3[C@@]23C[C@@H](C(=O)OC)N(C(=O)C2CCC2)C3=N1,.,5,-2,.,-7,0,15,-2,.
CC[C@]12c3[nH]c4ccccc4c3CCN1C(=O)C(CC(=O)NCCCOC)C[C@@H]2C(=O)N1CCN(C(=O)C2CC2)CC1 (stereo not given in full),-4,-8,.,10,.,.,19,.,-1
Cc1c(Cl)ccc(S(=O)(=O)Nc2cccnc2)c1Cl,1,6,-3,10,-14,5,-5,1,16
COc1cc(C(=S)N2CCCC2)ccc1OCC(N)=O,6,-4,-8,8,-10,-2,-9,-1,1
CC(=O)Nc1ccc2nc3c(=O)n(C)c(=O)n(C)c3nc2c1,5,30*,6,16,0,1,25,2,8
CCCn1nc(C(=O)NNC(=O)c2ccc(C)c(C)c2)c2ccccc2c1=O,-4,1,.,7,.,.,-7,.,6
CCCCn1nc2cc(C(=O)NCC34CC5CC(CC(C5)C3)C4)ccc2c1OCC,7,4,-4,-4,-13,0,10,0,10

Following part:
compound,PAFAH2 FP inh,pPAFAH FP inh,EBNA-1 inh,PAFAH1B3 FP inh,ZTA counter,LYPLA2 inh,PREPL inhibitor,LYPLA1 inh,PAFAH1B2 inh
COc1ccc(NC2CCCN(C(=O)C3(C)CCCCC3)C2)cc1 (stereo not given),7,1,-5,4,0,3,4,-2,0
CCOC(=O)C1CCCN(CCC(=O)Nc2ccccc2C)C1 (stereo not given),6,-5,5,3,-20,-4,9,0,6
CCOc1ccc(NC(=O)C2CCN(c3nnnn3-c3ccccc3)CC2)cc1,-4,6,7,1,7,5,4,2,-4
CCN(C(=O)c1c(OC)cccc1OC)c1nnc(-c2cccnc2)s1,3,-2,-9,1,-14,-3,-5,0,-2
CCc1ccc(-n2c(=O)c3ccccc3n3c(=S)[nH]nc23)cc1,10,1,5,3,-11,2,11,4,-1
O=c1c2c3c(sc2nc2n1CCC2)CCCC3,6,2,4,6,-2,7,3,0,3
COc1cccc(NC(=O)COc2cccnc2[N+](=O)[O-])c1,4,4,.,2,.,.,14,.,4
COc1cccc(C(=O)Nc2ccc3ccccc3c2)c1,-4,1,-2,1,-6,-3,9,-5,-6
COc1ccc(-n2nc(C(=O)NCC(=O)NCCCN3CCCCCC3)c3ccccc3c2=O)cc1Cl,-7,0,0,4,-20,8,24,0,2
O=C(NCc1ccco1)C1CCCN(S(=O)(=O)c2ccccc2)C1 (stereo not given),5,7,-5,5,-17,-2,19,1,-3

The listing continues:
compound,PAFAH2 FP inh,pPAFAH FP inh,EBNA-1 inh,PAFAH1B3 FP inh,ZTA counter,LYPLA2 inh,PREPL inhibitor,LYPLA1 inh,PAFAH1B2 inh
O=C(O)c1sccc1S(=O)(=O)c1ccccc1,8,0,-3,3,-4,5,2,1,7
O=C(O)c1cccnc1SC1CC(=O)N(c2ccc(OC(F)F)cc2)C1=O (stereo not given),0,-1,4,9,7,5,-6,0,0
Cc1ccc(S(=O)(=O)N[C@@H](Cc2ccccc2)C(=O)N2CCC(C(=O)N[C@@H](CCC(N)=O)C(=O)O)CC2)cc1,5,2,5,8,-2,1,9,1,6
CCc1nc(C)ccc1OCC(=O)O,3,8,-2,-1,6,6,-1,3,2
Cc1ccc(CSc2nsc(C)c2C#N)cc1,11,9,5,1,2,5,5,-3,12
O=C(c1ccncc1)N1c2ccccc2Sc2ccccc21,-1,-3,-1,0,1,15,17,3,6
COc1ccc(CN2CCNC(=O)C2CC(=O)NC2CCCCCC2)cc1C (stereo not given),-1,3,-14,-12,-10,1,26,5,0
O=C1CCN(C(=O)CSc2ccc(Cl)cc2)N1,0,3,2,-3,-1,-5,-1,-1,6
CN(c1ccc(C(=O)NCc2ccccn2)cc1)S(C)(=O)=O,5,6,-11,3,-1,-2,-6,-3,2
CCn1c(C)nnc1SCC(=O)Nc1ccc(C(C)=O)cc1,1,2,-13,3,-12,2,-9,1,-1

pPAFAH FP inh: hit marks shown above
| molecule | PAFAH2 FP inh | pPAFAH FP inh | EBNA-1 inh | PAFAH1B3 FP inh | PREPL inhibitor | PAFAH1B2 inh |
| --- | --- | --- | --- | --- | --- | --- |
| O=C(COC(=O)CC12CC3CC(CC(C3)C1)C2)Nc1ncc(Cl)cc1Cl | 20 | 27* | 6 | -4 | 6 | 13 |
| CC(=O)Nc1ccc2nc3c(=O)n(C)c(=O)n(C)c3nc2c1 | 5 | 30* | 6 | 16 | 25 | 8 |

Continuation.
compound,PAFAH2 FP inh,pPAFAH FP inh,EBNA-1 inh,PAFAH1B3 FP inh,ZTA counter,LYPLA2 inh,PREPL inhibitor,LYPLA1 inh,PAFAH1B2 inh
Cn1c(=O)c2c(ncn2CC(=O)N(Cc2ccccc2)c2ccccn2)n(C)c1=O,9,0,1,0,12,-1,0,-1,0
O=c1[nH]c(N/N=C/c2ccccc2)nc2ccccc12,4,-1,4,0,-12,0,20,-3,7
CSC1=N/C(=C\c2ccc(F)cc2)C(=O)S1,-6,1,-2,1,17,1,1,1,-2
O=c1[nH]c2ccccc2n2cnnc12,.,3,-9,.,-2,4,-5,4,.
COc1ccccc1NC(CC(=O)c1ccccc1)C(=O)OCC(=O)c1ccc(C)cc1 (stereo not given),0,10,-14,-1,-9,-5,9,-2,1
C=C(C)C1CC=C(C)/C(=N/NC(=O)COc2ccccc2Cl)C1 (stereo not given),-2,3,7,1,3,-2,-2,-1,0
CC1CCCCN1S(=O)(=O)c1ccc(S(=O)(=O)NCCc2ccncc2)cc1 (stereo not given),5,4,4,7,9,-3,-1,-2,5
Cn1c(=NC(=O)CS(=O)(=O)c2ccccc2)sc2cc([N+](=O)[O-])ccc21,1,-1,1,4,-2,4,-11,1,-3
CCC(CC)C(=O)NCc1ccccc1Cl,-1,0,2,1,-11,5,-5,1,1
COCCNC(=O)c1cccc(NS(=O)(=O)c2cccc3cccnc23)c1,-1,2,-1,-11,12,-6,-11,-2,4

New compounds follow.
compound,PAFAH2 FP inh,pPAFAH FP inh,EBNA-1 inh,PAFAH1B3 FP inh,ZTA counter,LYPLA2 inh,PREPL inhibitor,LYPLA1 inh,PAFAH1B2 inh
COc1cccc(N2CCN(CC(=O)NC(=O)NCc3ccco3)CC2)c1,5,8,-9,5,8,1,13,0,-3
O=C(NCCN1CCN(C(=O)NC2CCCCC2)CC1)NC1CCCCC1,12,8,-7,4,-11,-6,21,1,3
Cc1nnc(-c2ccccc2)c(=O)n1/N=C/c1c(O)ccc2ccccc12,10,3,-9,8,-10,-1,20,1,11
Cn1nc(C(=O)Nc2nc(-c3ccc(F)cc3)cs2)ccc1=O,-4,2,-6,7,-19,2,-11,1,4
N#Cc1ccccc1Cn1cc(/C=C/[N+](=O)[O-])c2ccccc21,-4,2,0,9,-8,-6,-6,-7,1
Fc1ccc(CO/N=C/C2=C(Cl)c3ccccc3CC2)cc1,-2,6,-1,4,0,1,0,1,-1
CCOc1ccc(Cc2n[nH]c(=S)n2N)cc1,3,-2,-11,8,-1,-4,6,0,-5
CC(=O)c1ccc(NS(=O)(=O)c2ccc3ccccc3c2)cc1,-4,-1,5,3,-19,0,-23,-6,2
CNCCCC1Sc2ccccc2Oc2ccccc21 (stereo not given),-3,2,0,6,-10,2,-29,-1,-4
Cn1nnc2cc(C(=O)Nc3ccccc3F)ccc21,-1,2,-8,4,-7,6,11,2,9

This is a subset (hit frequency here may not be typical).
